Neddylation inh = blocks human cullin neddylation; P61081+Q13564; TR-FRET cullin neddylation, biochemical; calls only at 25 µM; hit rate 0.58% among 360,000; AID 651699; in the data active = inhibition above about 36%
CSN inh = blocks human CSN-mediated cullin deneddylation; Q92905; Purified CSN, SCF-Nedd8-OG deneddylation, fluorescence polarization; inhibition, % at 12.5 µM; hit rate 0.38% among 360,000;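 active = pattern-corrected inhibition above about 35%, with an unprinted fluorescence ratio check between 0.5 and 1.5, limit read from the data, passing the limit was not always enough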;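 also: 0% = enzyme with substrate and 100% = substrate without enzyme; some results filed as inactive read as strong as hits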
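Assay system: purified human Csn5 enzyme expressed in HEK293T cells; Input: 0.24 nM Csn5 enzyme, final concentration; Reagent: 10 nM SCFSkp2-Nedd8OG; Compound dosing: 12.5 µM single point; Times: reaction 90 min, room temperature; Technique: fluorescence polarization readout.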
NadD inh = inhibitors of Staphylococcus aureus NadD; inhibition, % at 20 µM; purified NadD enzyme, colorimetric absorbance read-out; AID 602399; hit rate 0.78% among 360,000; in the data active = inhibition above about 26%; also: some compounds past the cut are filed as inactive
Rpn11 block = Rpn11 (human) deubiquitinase inhibition; AID 588493; hit rate 0.59% among 360,000; O00487; human 26S proteasome, Ub4-pepOG fluorescence polarization; 20S core pre-blocked with epoxomicin; calls only at 20 µM;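 active = inhibition at 20 µM, scaled to each plate's controls, above about 33%, limit read from the data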
Target sequence (O00487 whole entry, looked up): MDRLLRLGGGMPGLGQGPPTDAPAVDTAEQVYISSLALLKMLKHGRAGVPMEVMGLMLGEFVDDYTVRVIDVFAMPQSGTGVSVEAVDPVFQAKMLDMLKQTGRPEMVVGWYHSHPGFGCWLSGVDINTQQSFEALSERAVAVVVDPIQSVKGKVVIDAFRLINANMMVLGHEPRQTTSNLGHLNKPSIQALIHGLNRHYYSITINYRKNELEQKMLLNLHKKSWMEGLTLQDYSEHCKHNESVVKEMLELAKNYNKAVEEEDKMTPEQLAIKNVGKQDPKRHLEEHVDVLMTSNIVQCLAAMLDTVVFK
Rin1-Abl PPI inh = inhibitors of human Rin1-Abl protein interaction; TR-FRET Rin1/Abl binding, biochemical; hit rate 0.4% among 360,000; inhibition, % at 7.35 µM; P00519+Q13671; in the data active = inhibition above about 5%, passing the limit was not always enough
MT1-MMP act inh = inhibitors of human MT1-MMP activation; P50281; GFP/RFP ratio change, % at 20 µM; HT1080 RFP-PRO-GFP cells, GFP/RFP ratio fluorescence, overnight; percent of plate control window, DMSO zero; hit rate 0.061% among 360,000;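 active = GFP/RFP ratio change of at least 30% with cell ATP level not reduced by more than half and red fluorescence within 50% of control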; also: strong numbers were not always called active
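Assay system – RFP-PRO-GFP reporter HT1080 cells · Compound dosing – single dose of 20 µM compound, 1% DMSO final · Incubation – overnight compound exposure at 37 °C · Measure – GFP/RFP fluorescence ratio · Benchmarks – DMSO wells and RFP-L50D-GFP cells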
FAS-TE inh = FAS thioesterase (human) inhibition; P49327; recombinant FAS-TE, OMFH fluorogenic substrate, fluorescence endpoint; inhibition, % at 15 µM; hit rate 0.67% among 360,000; AID 602261;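 active = compounds whose normalised, plate-corrected inhibition of enzyme fluorescence in the single-dose primary screen is 50% or more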;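 also: 0% = DMSO with enzyme and 100% = substrate without enzyme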
PABP1 MLLE inh = blocks PAM2 peptide binding to the PABP1 MLLE domain | GST-MLLE / FITC-PAM2 fluorescence polarization | inhibition, % at 20 µM | hit rate 0.36% among 360,000 | AID 588489; in the data active = inhibition above about 35%, passing the limit was not always enough;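 also: plate controls were DMSO wells with GST-MLLE for no effect and wells lacking GST-MLLE protein for full effect; some results filed as inactive read as strong as hits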
Target sequence (P11940 whole entry, looked up, the tested form may be a part): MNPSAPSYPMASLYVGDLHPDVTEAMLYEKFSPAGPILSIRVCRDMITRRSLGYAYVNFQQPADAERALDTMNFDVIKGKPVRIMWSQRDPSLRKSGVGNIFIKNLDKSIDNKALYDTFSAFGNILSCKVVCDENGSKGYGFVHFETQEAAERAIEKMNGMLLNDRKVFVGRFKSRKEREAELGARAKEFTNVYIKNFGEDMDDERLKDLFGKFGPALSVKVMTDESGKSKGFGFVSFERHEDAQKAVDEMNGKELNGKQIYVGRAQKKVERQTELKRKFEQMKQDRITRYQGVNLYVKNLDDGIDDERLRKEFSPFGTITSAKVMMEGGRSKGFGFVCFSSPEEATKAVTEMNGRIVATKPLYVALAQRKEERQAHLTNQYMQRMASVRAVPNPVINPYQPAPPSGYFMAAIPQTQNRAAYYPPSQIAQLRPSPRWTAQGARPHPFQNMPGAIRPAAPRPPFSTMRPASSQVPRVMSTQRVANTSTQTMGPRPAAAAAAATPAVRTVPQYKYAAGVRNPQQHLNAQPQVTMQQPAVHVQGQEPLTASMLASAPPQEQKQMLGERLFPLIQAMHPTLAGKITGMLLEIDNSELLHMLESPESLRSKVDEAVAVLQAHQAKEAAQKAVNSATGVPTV
SKN-1 block = blocks SKN-1 activity in C. elegans; C. elegans VP596 Pgst-4::GFP/RFP ratio, acrylamide-induced, 24 h; AID 624304; inhibition, % at 21.8 µM; hit rate 0.49% among 360,000;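 active = interference check ratio from 0.5 to 1.5 plus GFP to RFP signal ratio inhibition reaching or exceeding a fixed threshold, cut at about 30% in these data, passing the limit was not always enough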; also: some compounds called inactive have numbers as strong as hits
Active calls of the source: *; i = inactive; / = no result given; + = active, no number.

smiles	FAS-TE inh	SKN-1 block	MT1-MMP act inh	PABP1 MLLE inh	CSN inh	Rin1-Abl PPI inh	NadD inh	Rpn11 block	Neddylation inh
COc1c(Cl)cc(C(=O)NCc2ccco2)cc1Cl	2	16	-4	1	-2	-1	-1	i	i
CC[C@]12c3[nH]c4cc(CCC(=O)N(C)C)ccc4c3CCN1C(=O)[C@@H](CC(=O)NCCC1=CCCCC1)C[C@@H]2C(=O)N1CCN(C(=O)c2ccco2)CC1	-3	18	4	-5	1	-4	2	i	i
Cc1ccccc1NS(=O)(=O)c1ccc(C(=O)NCC(c2ccccc2)N(C)C)cc1 (configuration not stated)	-6	10	-2	4	4	1	-12	i	i
CCN1C(=O)N[C@H](c2ccc(Br)cc2)C(C(C)=O)=C1C	-6	-5	-11	-10	2	2	2	i	i
Cc1nc2ncnn2c(N2CCN(C(=O)c3cccc(F)c3)CC2)c1Cc1ccccc1	-1	19	7	6	0	2	2	i	i
NC(=O)C1CCN(C(=O)c2ccc(Cl)c(S(=O)(=O)NCc3ccco3)c2)CC1	-10	-3	-11	4	5	-1	-2	i	i
Cc1ccc(OCC(=O)OCC(=O)NC2CCCCCC2)cc1C	-6	-3	/	0	1	-1	1	i	i
COc1c(C)cc(C(=O)C2CCCN(S(=O)(=O)N(C)C)C2)cc1C (configuration not stated)	1	11	4	3	-1	-2	0	i	i
CCCOCn1cc(F)c(=O)[nH]c1=O	-12	2	4	-4	1	-2	-3	i	i
Cc1ccc(/C=C(\NC(=O)c2ccccc2)C(=O)OCc2ccccc2)cc1	20	2	-2	-2	-1	-1	-9	i	i
COc1ccc(CN2C(=O)c3ccccc3C2=O)cc1C(=O)N(C)CC(=O)Nc1c(C)cccc1C	-4	0	-4	-4	-3	1	2	i	i
CCOc1ccc(N(Cc2cc3ccc(C)cc3[nH]c2=O)S(=O)(=O)c2ccccc2)cc1	17	-8	0	-4	-6	-1	13	i	i
CCOC(=O)C1CCCN(C(=O)c2sc3nc(-c4ccccc4)cn3c2C)C1 (configuration not stated)	-5	6	0	7	3	1	-4	i	i
Cc1cc(C)n(CC(=O)O)c(=O)c1[N+](=O)[O-]	-4	-4	-3	1	-3	0	-4	i	i
CC(C)C(NC(=O)c1ccc2c(c1)OCO2)C(=O)N/N=C/c1cccs1 (configuration not stated)	-2	3	1	7	-2	0	6	i	i
c1ccc2cc(CCO[C@H]3CCCCO3)ncc2c1	-12	-2	5	4	5	2	-3	i	i
COc1ccccc1C(=O)COC(=O)c1nc(Cl)ccc1Cl	5	24	-3	4	-1	-1	-10	i	i
COc1cc(/C=N/NC(=O)C(Cc2c[nH]c3ccccc23)NC(=O)OCC(C)C)cc([N+](=O)[O-])c1OCc1ccccc1 (configuration not stated)	-5	-7	2	3	-7	1	-4	i	i
O=C(NC(Cc1ccccc1)C(=O)O)c1ccccc1 (configuration not stated)	-3	1	7	-8	-3	2	5	i	i
Cc1cccc2cc(C3CC(c4ccco4)=NN3S(=O)(=O)c3ccccc3)c(Cl)nc12 (configuration not stated)	48	14	0	0	4	3	18	i	i
COc1cccc(C2Nc3c(F)cc(Br)cc3C3C=CCC32)c1OC (configuration not stated)	28	-4	8	9	-2	0	24	i	i
COC(=O)CSc1nnc(-c2ccccc2OC)o1	-11	-14	-3	-3	-12	-2	-9	i	i
Nc1nc(-c2ccc3c(c2)CCO3)cs1	-3	9	5	13	-1	0	-3	i	i
Cc1cccc(NC(=O)Nc2cccnc2)c1C	0	-2	-3	-17	-2	3	-2	i	i
O=C(CCc1n[nH]c(=O)[nH]c1=O)N/N=C/c1ccco1	-6	1	3	-1	14	-1	7	i	i

(next part)
smiles	FAS-TE inh	SKN-1 block	MT1-MMP act inh	PABP1 MLLE inh	CSN inh	Rin1-Abl PPI inh	NadD inh	Rpn11 block	Neddylation inh
COc1cc(/C=N/NC(=O)C(N)=O)ccc1OC(=O)c1cccs1	-1	15	-2	3	-5	-4	3	i	i
COC(=O)Cn1c(C(=O)N2CCCC2)cc2c1C[C@H]1CN(C(=O)c3ccccc3)[C@@](Cc3ccc(F)cc3)(C(=O)OC)[C@@H]21	2	-11	-4	7	-4	4	-4	i	i
COCCn1c(N)c(C(=O)Nc2sc3c(c2C(=O)OC)CCCC3)c2nc3ccccc3nc21	19	13	-31	-27	12	4	2	i	/
CC(=O)N1CCc2cc(NC(=O)C3(C)CCN3CCc3ccccc3)ccc21 (configuration not stated)	14	2	2	5	-6	-2	1	i	i
O=C(Nc1ccccn1)C1COc2ccccc2O1 (configuration not stated)	-2	-2	0	-2	-3	4	-1	i	i
COc1ccc(NC(=O)C(Sc2ccccc2)c2ccccc2)c(OC)c1 (configuration not stated)	24	-1	-4	1	-4	-4	-4	i	i
CCOc1cc(C(=O)Nc2c(C)ccc3nsnc23)cc(OCC)c1OCC	-21	5	3	-12	3	-3	-5	i	+
Cc1cccc(C)c1OCc1cc(C(=O)NCc2ccc(Cl)s2)no1	22	-14	0	0	-1	-2	-1	i	i
CC(=O)C12CC(C)=C(C)CC1CC1C3CCC4=CC(=O)CCC4(C)C3CCC12C (configuration not stated)	36	17	-6	9	6	-1	7	i	i
COc1ccc(-c2nnc3n2CCCCC3)cc1	-7	-6	3	4	-2	1	5	i	i
COc1cccc(NC(=O)C(C)OC(=O)c2n[nH]c3ccccc23)c1 (configuration not stated)	-20	-9	7	-20	3	-1	-7	i	i
Cc1ccc([C@@H]2C[C@H]3[C@@H](CN2S(=O)(=O)c2ccc(C)cc2)C(=O)C[C@@H](c2ccc(C)cc2)N3S(=O)(=O)c2ccc(Cl)cc2)cc1	13	4	-5	-1	-1	-1	17	i	i
COc1ccc(C/C(C)=N/NC(=S)Nc2ccc(C)c(C)c2)cc1	-22	-4	1	30	-20	-1	4	i	i
CNCc1ccccc1Sc1cc(O)ccc1O	-4	-12	-14	45*	0	1	6	i	i
CCCC(=O)Nc1ccc(NC(=O)c2cc3ccccc3o2)c(OC)c1	-4	-17	4	-1	5	-4	-7	i	/
COc1ccc2c(CC(=O)NCc3cccs3)coc2c1	6	12	-4	5	11	-1	-3	i	i
C/C(Cn1nnc([N+](=O)[O-])n1)=N\NC(=O)c1ccccc1O	-3	5	10	6	2	-3	5	i	i
O=[N+]([O-])c1cccc(/C=C/C=N/Nc2nc(N3CCCCC3)nc(N3CCCCC3)n2)c1	34	-3	-1	4	-7	-1	24	i	i
COc1ccc(CCC(=O)NCCCNC(=O)CCc2ccc(OC)cc2)cc1	-10	1	0	4	-5	-6	1	i	i
COC(=O)c1sc(S(=O)(=O)N2CCCCC2C(=O)O)c(C(=O)OC)c1C (configuration not stated)	-7	1	-5	-1	-2	3	1	i	i
Cc1nn(-c2ccccc2)c2sc(C(=O)N3CCc4ccccc4C3)cc12	29	-3	4	-12	1	-1	-6	i	i
O=C(C1CCCC1)N(c1ccccc1)C1C=CS(=O)(=O)C1 (configuration not stated)	-4	0	-4	5	7	6	0	i	i
ClC(/C=N/n1cnnc1)=C/c1ccccc1	-4	6	2	-12	2	-2	-3	i	i
CC(C)CN(C(=O)CSc1nnnn1-c1ccccc1)c1c(N)n(CC(C)C)c(=O)[nH]c1=O	-4	0	-4	-44	-4	-1	6	i	i
COC(=O)[C@]12CCCCC=C1N(Cc1ccccc1)C(=O)[C@H](CC(=O)NCCCCc1ccccc1)C2	17	11	0	/	-2	/	-6	/	i

Following part.
smiles	FAS-TE inh	SKN-1 block	MT1-MMP act inh	PABP1 MLLE inh	CSN inh	Rin1-Abl PPI inh	NadD inh	Rpn11 block	Neddylation inh
CCOC1=C2[C@@H](CN(S(=O)(=O)c3ccc(C)cc3)[C@H]2c2ccccc2F)[C@H]2C(=O)N(CC)C(=O)[C@H]2C1	-4	7	2	4	-6	2	-2	i	i
Clc1ccc(-c2cn3c(n2)CCC3)cc1	1	12	5	0	0	1	-8	i	i
Fc1ccc(-c2nc3c4ccccc4ccn3c2Cc2ccccc2C(F)(F)F)cc1	8	8	3	-7	1	0	10	i	i
COc1ccc(C(=O)N2CCN(Cc3cc(OC)ccc3OC)CC2)cc1	-1	2	0	-18	3	-1	-2	i	i
Cc1ccc(CN2CC(N3CCN(CCO)CC3)CS2(=O)=O)cc1 (configuration not stated)	-9	3	2	7	1	1	-7	i	i
COc1ccc(CCNC(=O)NC23CC4CC(CC(C4)C2)C3)cc1OC	2	12	0	-16	-5	-1	1	i	i
C#CCOCCOCCOCCNc1nc(N2CCN(C(=O)Cn3cc(CC(C)O)nn3)CC2)nc(N2CCN(C(=O)[C@H](CCCCN)n3cc(CCC(=O)O)nn3)CC2)n1 (some centres not stated)	-10	0	-3	-4	-6	-1	-6	i	i
CCOc1ccc2cc(C(=O)NCc3ccccc3)c(=N)oc2c1	1	-7	1	-15	4	-1	-4	i	i
O=C(O)/C(=C/c1cccnc1)NC(=O)c1ccccc1	-9	0	-4	-5	0	-2	2	i	i
COc1ccc(OC)c(NC(=O)CSC2=NN3CCCC(=O)N=C3S2)c1	-2	-5	1	-6	-4	1	2	i	i
CCOC(=O)CN1CCC(c2cc(-c3ccc(Cl)cc3)n[nH]2)CC1	1	7	22	-6	5	2	0	i	i
O=C(N=C1c2ccccc2CN1c1ccc(F)c(F)c1)c1cccnc1	1	20	-12	9	6	-3	8	i	i
CN(CC(=O)Nc1ccccc1C(=O)NC1CC1)Cc1ccc(Cl)s1	6	3	3	8	5	-3	1	i	i
CC(Cc1ccccc1)N(C)C(=O)CN1C(=O)c2ccccc2C1=O (configuration not stated)	-4	-8	1	5	1	2	-4	i	i
CCC(=O)N(Cc1cc(=O)[nH]c2ccccc12)c1cccc(C)c1	-1	13	-2	-7	1	-4	1	i	i
CC(=O)NC12CC3CC(C1)CC(C(=O)Nc1nc4c(C)cccc4s1)(C3)C2	6	-16	-4	1	1	3	-14	i	i
CCCCC(C(=O)NC1CCCC1)N(Cc1ccco1)C(=O)Cn1nnc(-c2ccc(F)cc2)n1 (configuration not stated)	20	24	-19	-10	5	1	6	i	i
Cc1cccc(N2CCN(C(=O)c3ccccc3SCC(=O)N3CCCC3)CC2)c1C	2	-7	16	8	2	5	-2	i	i
CCN1C(=O)[C@H]2[C@@H](c3ccc(C)cc3)N3C(=O)N(c4cccc(Br)c4)C(=O)[C@@]3(CC(C)C)[C@H]2C1=O	32	24	4	12	1	4	-1	i	i
O=C1CC(NCc2ccccc2F)C(=O)N1c1ccccc1 (configuration not stated)	-9	-4	4	-18	0	-1	-3	i	i
CN1C(=O)C(O)(CC(=O)c2ccncc2)c2ccccc21 (configuration not stated)	-6	-26	-7	15	-1	1	2	i	i

3 entries from above, with values under each structure:
Each structure is followed by: FAS-TE inh | SKN-1 block | MT1-MMP act inh | PABP1 MLLE inh | CSN inh | Rin1-Abl PPI inh | NadD inh | Rpn11 block | Neddylation inh
> Clc1ccc(-c2cn3c(n2)CCC3)cc1
→ 1 | 12 | 5 | 0 | 0 | 1 | -8 | i | i
> CCOC(=O)CN1CCC(c2cc(-c3ccc(Cl)cc3)n[nH]2)CC1
→ 1 | 7 | 22 | -6 | 5 | 2 | 0 | i | i
> Cc1cccc(N2CCN(C(=O)c3ccccc3SCC(=O)N3CCCC3)CC2)c1C
→ 2 | -7 | 16 | 8 | 2 | 5 | -2 | i | i
